Tau filament bind – qHTS Assay for Tau Filament Binding | Microtubule-associated protein tau (Homo sapiens), P10636 | recombinant tau filaments, thioflavin S fluorescence, 15 h; filaments grown with octadecylsulfate alongside compound | 71,000 compounds, 2% hits | Potency, µM (doses to about 57.1 µM), inactives show top-dose activity change, negative = inhibition;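 note: potency is the fitted concentration of half-maximal effect; % is set by controls: 0 for no effect and ±100 for the full control effect; actives lower thioflavin S fluorescence by blocking filaments or displacing dye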
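His-tagged recombinant human tau (exons 2, 3, 10; 1 uM final) fibrillized with 30 uM sodium octadecylsulfate, 15 h at 37 C, in pH 7.4 HEPES buffer with 10 uM thioflavine S and 5 mM DTT. Reduced ThS fluorescence (450/510 nm) marks activity.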
Pol III holo inh – qHTS Assay for Inhibitors of DNA Polymerase III Holoenzyme System; reconstituted DNA polymerase III holoenzyme replication, biochemical; Potency, µM (series often up to 57.1 µM), for inactives: at the top dose activity change, negative = inhibition; 71,000 compounds, 0.25% hits; AID 603, 2007; note: potency is the fitted concentration of half-maximal effect; % is set by controls: 0 for no effect and ±100 for the full control effect
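Reconstituted *E. coli* holoenzyme (0.35 nM Pol III, 1 nM beta, 154 nM SSB, 2 nM primase) was preincubated with compound for 15 min at RT. Synthesis on 1.4 nM ssM13Gori ran 35 min, then was stopped with PicoGreen/EDTA and read as dsDNA fluorescence.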
ALOX15 inhib – qHTS Assay for Inhibitors of 15-hLO (15-human lipoxygenase). Polyunsaturated fatty acid lipoxygenase ALOX15 (Homo sapiens), P16050. purified 15hLO-1, xylenol orange hydroperoxide absorbance. Potency, µM (doses to about 57.1 µM), for inactives: at the highest dose activity change, negative = inhibition, most hits filed as inhibitors. 74,000 compounds, 1.4% hits; note: potency is the fitted concentration of half-maximal effect; % is set by controls: 0 for no effect and ±100 for the full control effect; nearly all actives have a fitted effect of over 55% in size
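Purified human 15hLO-1 (40 nM) in 25 mM Hepes pH 7.5, 0.01% Triton X-100, preincubated 15 min RT with compound, then 50 uM arachidonic acid for 6 min. Hydroperoxide read by ferrous/xylenol orange, 30 min; 573/405 nm absorbance ratio gave progress.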
CRE-bla Fsk – Cell signaling CRE-BLA (Fsk stim); CHO CRE-bla reporter (cAMP response element driving beta-lactamase), forskolin EC10, beta-lactamase ratio; Potency, µM (titrated, usually from 38.2 µM), inactives show at the highest dose activity change, negative = inhibition, most hits filed as activators; 71,000 compounds, 2.5% hits; AID 662, 2007; active = well fitted activation curve with a large enough effect in the signal ratio, with a control signal flat, not every such curve was filed as active; inconclusive = small, poorly fitted or top-dose-only effect, or effect the other way, or a change in a side signal; the % refers to the signal ratio; note: potency is the fitted concentration of half-maximal effect; % of control where 0% means no effect
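AC50 values, positive or negative, reflect shifts in EC10 NKH 477-induced CRE-bla reporter activity in CHO cells. Incubation lasted 3 h at 37 °C before CCF4 substrate (2 h, room temperature) and ratiometric 460/530 nm reading.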
Hsp90 Hop PPI – qHTS Assay for Disrupters of an Hsp90 Co-Chaperone Interaction; Hsp90 C-terminal peptide / TPR2A (Hop) interaction, human; AlphaScreen TPR2A-His6 binding biotin-Hsp90 C-terminal peptide; Potency, µM (highest dose often 57 µM), inactives show at the top dose activity change, negative = inhibition; 71,000 compounds, 0.44% hits; AID 595, 2007; active = well fitted curve in either direction with a large enough effect; inconclusive = small, poorly fitted or top-dose-only effect, or another doubt; note: potency is the fitted concentration of half-maximal effect; % is set by controls: 0 for no effect and ±100 for the full control effect; many of its hits are not listed in these tables
ERK AVP block – qHTS Assay for Inhibitors of the ERK Signaling Pathway using a Homogeneous Screening Assay | Potency, µM (series often up to 57.5 µM), without a hit: at the top dose activity, negative = inhibition, usual class: inhibitors | 72,000 compounds, 0.99% hits | HEK293-V1b, vasopressin-stimulated pERK AlphaScreen; note: potency is the fitted concentration of half-maximal effect; % is set by controls: 0 for no effect and ±100 for the full control effect; nearly all actives have a fitted effect of over 55% in size
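V1b-HEK293 cells; cpd 30 min 37C; 25 nM vasopressin 5 min; lyse 10 min; AlphaScreen beads 5 hr RT. Normalized to DMSO basal and 25 nM vasopressin; AC50 by Hill fit.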
HBB splice mod – qHTS Assay for Modulators of Hemoglobin Beta Chain Splicing; AID 925, 2007; HBB splicing reporter cell assay, activation; EGFP reporter with mutant IVS2-654 intron; response scale: normalised to 500 nM splice-correcting PNA; 65,000 compounds, 0.06% hits; Potency, µM (titrated, usually from 46.1 µM), for the others: at the highest dose activation, most hits filed as activators; note: potency is the fitted concentration of half-maximal effect; 0% is about no effect
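HeLa cells stably expressing EGFP interrupted by mutant beta-globin intron 2 (IVS2-654), 500/well in 2% FCS. Treated with compound for 2 days at 37C. Splicing correction scored as total well GFP intensity (488 nm excitation, 500-520 nm emission); 500 nM antisense PNA served as control.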
Luciferase inh – qHTS Assay for Inhibitors of Firefly Luciferase; Luciferin 4-monooxygenase (Photinus pyralis), P08659; purified firefly luciferase, luminescence, 8 min; Potency, µM (series often up to 57.1 µM), for the others: top-dose activity change, negative = inhibition, most hits filed as inhibitors; 72,000 compounds, 2.2% hits; AID 411, 2009; note: potency is the fitted concentration of half-maximal effect; % is set by controls: 0 for no effect and ±100 for the full control effect; nearly all actives have a fitted effect of over 40% in size
Target sequence (P08659 whole entry, looked up): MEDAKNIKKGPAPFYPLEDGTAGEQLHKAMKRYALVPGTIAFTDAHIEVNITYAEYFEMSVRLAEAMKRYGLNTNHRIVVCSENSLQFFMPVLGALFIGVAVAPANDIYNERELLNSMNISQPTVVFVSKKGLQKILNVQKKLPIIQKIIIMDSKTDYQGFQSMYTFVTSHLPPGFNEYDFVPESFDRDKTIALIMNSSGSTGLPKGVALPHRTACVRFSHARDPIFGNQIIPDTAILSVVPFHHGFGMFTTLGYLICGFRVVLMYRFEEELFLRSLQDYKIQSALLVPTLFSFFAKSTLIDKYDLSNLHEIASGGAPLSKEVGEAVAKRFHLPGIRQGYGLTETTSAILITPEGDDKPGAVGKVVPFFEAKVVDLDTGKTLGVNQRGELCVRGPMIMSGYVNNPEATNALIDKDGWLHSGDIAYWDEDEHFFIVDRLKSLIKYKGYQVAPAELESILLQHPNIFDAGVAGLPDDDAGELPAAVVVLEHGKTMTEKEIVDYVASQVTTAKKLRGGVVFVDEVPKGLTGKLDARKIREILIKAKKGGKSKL
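Here, luciferase activity is measured as luminescence following an 8 min room-temperature reaction at 10 uM ATP, pH 7.2. Every library sample is titrated.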
GFP derepression – qHTS Assay for Epigenetic Modulators. AID 597, 2007. 68,000 compounds, 0.09% hits. mouse C127i GFP locus derepression, cytometry, 30 h. Potency, µM (top dose mostly 46.1 µM), for inactives: top-dose GFP derepression (activation); note: % of control where 0% means no effect
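Murine C127i mammary cells carrying a silenced, stably integrated CMV-driven GFP reporter were treated with compound for 30 hours at 37 C. After PBS washes, GFP-positive cells were counted by laser-scanning microplate cytometry.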
UbGFP stabilizer – Ubiquitin-GFP Assay | Potency, µM (highest dose often 45.9 µM), for inactives: at the top dose activation (GFP accumulation), most hits filed as activators | Ubiquitin-GFP reporter cells, proteasome inhibition, GFP fluorescence; response scale: untreated = 0%, 10 µM MG-132 = 100% | 67,000 tested, under 10 active; active = well fitted activation curve with a large enough effect, not every such curve was filed as active; inconclusive = small, poorly fitted or top-dose-only effect, or another doubt; inactive = no such curve, though single readings can be large or run the other way; note: potency is the fitted concentration of half-maximal effect
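U2OS cells expressing ubiquitin(G76V)-GFP, seeded overnight in 0.5% FBS medium, then treated 4 hr at 37 C across 46 uM to 2.9 nM. GFP-positive cells counted by laser cytometry (488 ex/515 em); %activity scaled between basal and 10 uM MG-132.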
HADH2 inh – qHTS Assay for Inhibitors of HADH2 (Hydroxyacyl-Coenzyme A Dehydrogenase, Type II); Potency, µM (titrated, usually from 57.1 µM), without a hit: at the top dose activity change, negative = inhibition, most hits filed as inhibitors; recombinant HADH2, NADH fluorescence, beta-hydroxybutyryl-CoA; 3-hydroxyacyl-CoA dehydrogenase type-2 (Homo sapiens), Q99714; 73,000 compounds, 3.4% hits; note: potency is the fitted concentration of half-maximal effect; % is set by controls: 0 for no effect and ±100 for the full control effect; nearly all actives have a fitted effect of over 60% in size; many of its hits are not listed in these tables
Target sequence (Q99714 whole entry, looked up, one chain of several): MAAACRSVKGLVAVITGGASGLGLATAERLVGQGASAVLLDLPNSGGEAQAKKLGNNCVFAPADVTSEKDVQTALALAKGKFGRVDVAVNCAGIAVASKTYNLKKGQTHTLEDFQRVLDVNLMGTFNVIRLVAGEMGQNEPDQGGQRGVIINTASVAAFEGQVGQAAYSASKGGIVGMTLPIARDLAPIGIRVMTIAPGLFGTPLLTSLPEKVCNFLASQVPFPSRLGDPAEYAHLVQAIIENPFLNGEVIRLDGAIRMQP
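NADH fluorescence (ex 360/em 450 nm) read every 30 s for 4 min; activity taken as last-minus-first time point difference. Enzyme 20 nM, NAD+ 1 mM, beta-hydroxybutyryl-CoA 90 uM, pH 9.0 Tris buffer.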
* hit, by the source's call; i = inactive; ? = inconclusive; nt = no result given; [ ] = dose if it differs, or a comment. Unless noted, calls come from the whole dose curve; as a rule, active = well fitted curve in the direction sought with a large enough effect; inconclusive = small, poorly fitted or top-dose-only effect, or another doubt; inactive = no such curve, though single readings can be large; an effect the other way counts as inactive or inconclusive. Not all compounds are listed, so the mix of outcomes need not match the whole.

SMILES | Tau filament bind | Pol III holo inh | ALOX15 inhib | CRE-bla Fsk | Hsp90 Hop PPI | ERK AVP block | HBB splice mod | Luciferase inh | GFP derepression | UbGFP stabilizer | HADH2 inh
c1ccc(OCc2nc3ccccc3[nH]2)cc1 | -7% | -8% | -4% | -11% | -1% | 0% | -1.1% | 25µM* | 0% | 6% | -1%
O=C(CN1C2CCC1CC(NC(=O)C1CC1)C2)NCc1ccccc1 (centres undefined) | -3% | 0% | 3% | -11% | -3% | 4% | -0.1%[57.5 µM] | 0% | -4% | 0% | -11%
COc1ccc(C(=O)N2CCC3(CC2)CCN(c2ccncc2)CC3)cc1 | 32% | 1% | 8% | 15% | -3% | 17% | 0.6% | 0%[11.4 µM] | -2%[9.22 µM] | -4% | -1%
CCn1c(COc2ccccc2OC)nnc1SCC#N | -11% | -10% | 3% | 4% | -2% | -7% | nt | 0% | 0% | 6% | 20%
COc1cc(C(=O)OCC(=O)Nc2ccc3c(c2)OC(F)(F)O3)ccc1OCc1c(C)noc1C | 20% | 0% | -8% | 22% | 6% | -15% | 1.8%[1.84 µM] | 1% | -4% | -7% | -2%
COCC(=O)N(Cc1ccccc1)c1ccccn1 | -6% | -6% | 5% | 0% | -1% | -4% | -0.5% | 3% | 0% | 6% | -1%
CN(C)S(=O)(=O)N1CCN(c2ccc(Cl)cc2)CC1 | -2% | 2% | 2% | -13% | 1% | 1% | -1.2% | 6% | 0% | -8% | 2%
Cc1cnc(C(=O)OCC(=O)Nc2ccc(Oc3ccccc3)cc2)cn1 | -2% | -4% | -1% | -7% | -3% | 9% | -4.0% | 5% | -2% | -3% | 5%
O=C(NC(=O)c1ccccc1)NC1(C(F)(F)F)OCCO1 | 2% | -2% | -13% | -3% | -1% | -9% | -2.0% | -9% | -4% | 0% | ?
O=C(NCc1ccco1)c1ccc2c(c1)N(Cc1ccccc1)C(=O)CS2=O (centres undefined) | -13% | -3% | 1% | -7% | -5% | 0% | -0.2% | -1% | 2% | -3% | -26%
CC(C)NC(=O)Cn1cc(C#N)c2cc(Br)ccc21 | -4% | 9% | 11% | -1% | -2% | -14% | -0.7% | 2% | 10% | 1% | 4%
O=C(NCc1ccc2c(c1)OCO2)C1CCCN1C(=O)Nc1cccc(F)c1 (centres undefined) | 22% | -5% | 0% | -5% | -2% | -3% | nt | -1% | -2% | 4% | -11%
O=C(CSc1nc2ccccc2[nH]1)N1CCN(c2ccc(F)cc2)CC1 | -18% | -3% | -2% | ? | -11% | 25µM* | 1.5% | 0% | 3% | 9% | 3%
Fc1ccccc1N1CCN(C(c2cccs2)c2nnnn2CCc2ccccc2)CC1 (centres undefined) | 4% | -2% | -7% | ? | 13% | 14% | -0.1%[57.5 µM] | -1% | 0% | 2% | 15%
CCOC(=O)Cn1nnnc1C(CC)N(Cc1cc2c(C)cc(C)cc2[nH]c1=O)C1CCCC1 (centres undefined) | -3% | 6% | -2% | -4% | -7% | 9% | -2.4% | ? | -2% | -1% | 16%

Molecules listed so far that contain four or more nitrogen atoms, in the order listed:
SMILES | Tau filament bind | Pol III holo inh | ALOX15 inhib | CRE-bla Fsk | Hsp90 Hop PPI | ERK AVP block | HBB splice mod | Luciferase inh | GFP derepression | UbGFP stabilizer | HADH2 inh
CCn1c(COc2ccccc2OC)nnc1SCC#N | -11% | -10% | 3% | 4% | -2% | -7% | nt | 0% | 0% | 6% | 20%
O=C(CSc1nc2ccccc2[nH]1)N1CCN(c2ccc(F)cc2)CC1 | -18% | -3% | -2% | ? | -11% | 25µM* | 1.5% | 0% | 3% | 9% | 3%
Fc1ccccc1N1CCN(C(c2cccs2)c2nnnn2CCc2ccccc2)CC1 (centres undefined) | 4% | -2% | -7% | ? | 13% | 14% | -0.1%[57.5 µM] | -1% | 0% | 2% | 15%
CCOC(=O)Cn1nnnc1C(CC)N(Cc1cc2c(C)cc(C)cc2[nH]c1=O)C1CCCC1 (centres undefined) | -3% | 6% | -2% | -4% | -7% | 9% | -2.4% | ? | -2% | -1% | 16%

The main list resumes with the 2 entries that preceded the break.
SMILES | Tau filament bind | Pol III holo inh | ALOX15 inhib | CRE-bla Fsk | Hsp90 Hop PPI | ERK AVP block | HBB splice mod | Luciferase inh | GFP derepression | UbGFP stabilizer | HADH2 inh
Fc1ccccc1N1CCN(C(c2cccs2)c2nnnn2CCc2ccccc2)CC1 (centres undefined) | 4% | -2% | -7% | ? | 13% | 14% | -0.1%[57.5 µM] | -1% | 0% | 2% | 15%
CCOC(=O)Cn1nnnc1C(CC)N(Cc1cc2c(C)cc(C)cc2[nH]c1=O)C1CCCC1 (centres undefined) | -3% | 6% | -2% | -4% | -7% | 9% | -2.4% | ? | -2% | -1% | 16%
COc1cc(S(=O)(=O)N2CCN3CCCC3C2)ccc1-n1cnnn1 (centres undefined) | 6% | -6% | 0% | -2% | -1% | 13% | -0.3%[57.5 µM] | -1% | -3% | -2% | -3%
O=C(COC(=O)c1ccc(S(=O)(=O)NCc2ccco2)cc1)NCCC1=CCCCC1 | 16% | -10% | -9% | -2% | 0% | -3% | 0.2%[57.5 µM] | 2% | 3% | 0% | 5%
O=C(O)CCn1c(C2CCCCC2)nc2ccccc21 | 2% | -9% | -6% | -4% | 10% | -9% | 0.5% | 2% | 2% | -3% | 12%
COC(=O)[C@@]1(Cc2ccc(F)cc2)[C@H]2c3cc(C(=O)N(C)C)n(CCc4ccc(OC)c(Br)c4)c3C[C@H]2CN1C(=O)c1ccccc1 | 16% | -6% | nt | -5% | -9% | 13% | -0.3% | nt | nt | nt | 0%
CCCCn1c(=O)c(-c2ccccc2)c(O)c2ccccc21 | 1% | -10% | -10% | 2% | 3% | 4% | nt | 1% | -2% | -4% | 6%
CCCCC(CC)CNS(=O)(=O)c1ccc2c(c1)CCN2C(=O)CCC(=O)O (centres undefined) | 14% | -4% | 7% | ? | -1% | 17% | 1.5% | 1% | -2% | -1% | 2%
CCOC(=O)c1[nH]c2c(c1C)C(=O)CC(c1ccc(OC)c(OC)c1)C2 (centres undefined) | 4% | 1% | -10% | 10% | -7% | 18% | -1.6% | 1% | 0% | -3% | 6%
COc1ccc(-c2nnc(CSc3nc4ccccc4c(=O)n3C)o2)cc1OC | 1% | -10% | 0% | ? | -1% | ? | -4.3% | -33% | 1% | -2% | 7%
CC(=O)OCCNc1cc(N2CCN(C)CC2)c2noc3c2c1C(=O)c1ccccc1-3 | 3.2µM* | 5% | -12% | ? | ? | 16µM* | 0.8% | -19% | 7% | 18% | -6%
COc1ccc(S(=O)(=O)N2CCN(C(=O)CCC3CCCC3)CC2)cc1 | 1% | 5% | -7% | ? | 3% | -8% | 0.5% | 1% | -5% | 0% | 13%
CCOC(=O)C1=C(O)C(Nc2nccs2)(C(F)(F)F)N=C1C (centres undefined) | 10% | -6% | -6% | -7% | -7% | 0% | -0.6% | 1% | 1% | -16% | -12%
Cc1cc(NC(=O)CSc2nc3ccccc3c(=O)n2Cc2ccc(F)cc2)no1 | i | 3% | -23% | -8% | -2% | 9% | 0.0% | -1% | 14% | -7% | 8%
Cc1cc(=O)n2nc(N3CCCC3C(=O)NCCCN3CC(C)CC(C)C3)sc2n1 (centres undefined) | 9% | -4% | 12% | 1% | -3% | -1% | -0.6% | -1% | -2% | 11% | 1%
CCN(CC)c1ccc(NC(=O)c2cc(OC)cc(OC)c2)c(C)c1 | -18% | -3% | -11% | ? | -16% | -28% | 0.3% | -1% | 3% | -3% | -20%

Bioassay records as filed in PubChem.
